EphA4 KYL inhibition = inhibitors of EphA4 binding to KYL peptide, primary screen, biochemical, colorimetric, mouse EphA4 (AID 689); actives 0.1% (n = 62,000); inhibition, % at 10 µM; hits with a dose series show IC50 in µM; EphA4-AP binding to KYL peptide, pNPP A405; higher % means a stronger effect; in the data active = a potency from the dose series; inactive = the rest, 99 in 100 with inhibition below about 22%
The depositor's hits bear a star. The list is partial; count on the stated rates, not on these rows.

SMILES	EphA4 KYL inhibition
O=C(/C=C/c1ccc(OCc2ccccc2)cc1)c1ccc2c(c1)OCCO2	6%
COC(=O)C1=C(C)NC2=C(C(=O)c3ccccc32)C1c1ccc(-c2cc([N+](=O)[O-])ccc2Cl)o1 (configuration not stated)	-6%
CNc1c2c(nn1C)CCCC2	-4%

A run of entries taken from the entries so far, as a working copy:
SMILES	EphA4 KYL inhibition
O=C(/C=C/c1ccc(OCc2ccccc2)cc1)c1ccc2c(c1)OCCO2	6%
COC(=O)C1=C(C)NC2=C(C(=O)c3ccccc32)C1c1ccc(-c2cc([N+](=O)[O-])ccc2Cl)o1 (configuration not stated)	-6%
